Source: PubChem
S100A4 inh HTS = S100A4-myosin IIA interaction inhibition | S100A4/TAMRA-MyoIIA peptide fluorescence polarization | AID 652163 | inhibition, % at 10.7 µM | P26447 | 360,000 compounds, 0.14% hits;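 active means mean inhibition of at least 70% across replicates, with every replicate also reaching that level; inconclusive means mean inhibition reaches 70% but some replicates fall short; inactive means mean inhibition below 70%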
Target sequence (P26447 whole entry, looked up): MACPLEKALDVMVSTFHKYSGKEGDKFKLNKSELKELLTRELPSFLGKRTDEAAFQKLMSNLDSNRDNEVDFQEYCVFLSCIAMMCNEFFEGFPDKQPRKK
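System – human S100A4 monomer protein, biochemical binding assay · Buffer or medium – Calcium-containing HEPES buffer, pH 7.2 · Timing – 5 min between mix addition and reading · Also added – TAMRA-labelled myosin IIA heavy-chain peptide probe, 5 nM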
PGC1a acetyl inh = PGC1a acetylation modulation, inhibitor mode | inhibition, % at 15.6 µM | AID 651687 | 350,000 compounds, 0.17% hits | U2OS PGC1a acetylation, AlphaScreen anti-acetyl-lysine; with virally co-expressed GCN5 acetyltransferase;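 active means every replicate shows inhibition of at least 40%; inconclusive means mean inhibition at least 40% but some replicate below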;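 further: 0% = neutral control wells and 100% = positive control wells; some results beyond the cut were filed as inactive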
XiGFP reactiv = reactivates the inactive X chromosome in mouse fibroblasts | activation, % at 7.58 µM | 360,000 compounds, 0.055% hits | XiGFP mouse fibroblasts, % GFP-positive cells imaging, 3 d; cells co-treated with 5-aza-dC sensitizer; scaled so ellipticine positive control = 100%;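 active means mean normalized replicate activation at least 10% and every replicate at or above 10%; inconclusive means only one of the two criteria met; inactive means mean below 10% and not all replicates reach 10%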;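 further: 0% = median of on-plate neutral control wells and 100% = ellipticine 6 µM median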
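System: 68-5-11 XiGFP fibroblast line | Buffer or medium: DMEM containing 5-aza-dC | Compound: Single point | Times: Compounds 3 days, fix/stain 15 min at room temperature | Benchmarks: Positive control ellipticine, 6 µM final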
SIRT5 block = blocks human SIRT5 desuccinylation of peptide; 330,000 compounds, 1.1% hits; inhibition, % at 15 µM; Purified SirT5, succinyl-peptide AMC, trypsin-coupled fluorescence; in the data active means inhibition above about 15%; inconclusive means no clear call, values can overlap the other calls
LGR2 antag = blocks bursicon-induced cAMP signaling via Drosophila LGR2. HEK293 LGR2, CRE-luciferase, bursicon-stimulated, 4 h. inhibition, % at 9.99 µM. 380,000 compounds, 0.35% hits. AID 720647;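 active means drop in luminescence signal, shown as inhibition above about 50% in the replicate tests, limit read from the data, passing the limit was not always enough; inconclusive means probably only some replicates passing the limit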;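 further: agonist challenge used bursicon conditioned medium at about half maximal strength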
ERAP1 inh = blocks human ERAP1 aminopeptidase activity; AID 652197; recombinant ERAP1, Leu-AMC fluorescence, 60 min; 340,000 compounds, 0.15% hits; inhibition, % at 10.7 µM;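 active means mean replicate inhibition of at least 30%, or all replicates individually reaching that 30% level; inactive means mean below 30% and not every replicate reaching it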;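 further: 0% = neutral control wells and 100% = L-leucinethiol positive control wells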
Target sequence (Q9NZ08 whole entry, looked up): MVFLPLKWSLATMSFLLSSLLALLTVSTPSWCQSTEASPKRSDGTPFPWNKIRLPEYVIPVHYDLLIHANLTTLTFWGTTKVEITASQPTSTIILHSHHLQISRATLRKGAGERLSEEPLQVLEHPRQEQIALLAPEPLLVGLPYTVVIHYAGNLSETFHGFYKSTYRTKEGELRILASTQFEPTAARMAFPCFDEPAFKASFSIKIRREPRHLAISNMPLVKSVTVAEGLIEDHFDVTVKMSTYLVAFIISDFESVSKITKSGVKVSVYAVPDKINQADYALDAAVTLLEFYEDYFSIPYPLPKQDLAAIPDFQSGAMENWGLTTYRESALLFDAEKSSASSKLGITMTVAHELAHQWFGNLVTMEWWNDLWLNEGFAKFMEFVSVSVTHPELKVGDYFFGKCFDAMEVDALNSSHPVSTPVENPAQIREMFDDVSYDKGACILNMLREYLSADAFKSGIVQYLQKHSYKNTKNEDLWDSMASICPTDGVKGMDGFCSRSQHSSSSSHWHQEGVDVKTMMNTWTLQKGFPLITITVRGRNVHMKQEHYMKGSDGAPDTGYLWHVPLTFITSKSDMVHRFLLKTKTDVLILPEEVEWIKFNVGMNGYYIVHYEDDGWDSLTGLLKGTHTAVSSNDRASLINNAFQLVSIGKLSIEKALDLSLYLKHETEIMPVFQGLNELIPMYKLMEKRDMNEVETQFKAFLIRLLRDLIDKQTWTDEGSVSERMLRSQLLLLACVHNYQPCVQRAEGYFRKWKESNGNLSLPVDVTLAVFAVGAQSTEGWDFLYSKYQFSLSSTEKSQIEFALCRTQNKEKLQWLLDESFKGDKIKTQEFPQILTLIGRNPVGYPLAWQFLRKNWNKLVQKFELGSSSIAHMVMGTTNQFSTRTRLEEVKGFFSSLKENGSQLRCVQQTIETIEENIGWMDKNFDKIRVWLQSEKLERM
C2C12 statin = suppression of simvastatin myotoxicity; C2C12 myotubes + simvastatin, ATP luminescence, 48 h; scaled: DMSO 0, geranylgeraniol control 100; rescue of ATP level, % at 7.49 µM; 330,000 compounds, 0.78% hits; AID 602340;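 active means mean ATP rescue above about 67%, or every replicate alone reaching that limit, limit read from the data, passing the limit was not always enough; inconclusive means no clear call, values can overlap the other calls; inactive means mean under the limit and some replicate under it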;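 further: myotubes were challenged with 10 µM simvastatin during compound exposure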
Cneo AK release = Cryptococcus neoformans lysis via adenylate kinase release; C. neoformans lysis, adenylate kinase release luminescence, 4 h; normalised: neutral wells 0, clomiphene wells 100; lysis activity, % at 15 µM; 360,000 compounds, 0.2% hits;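 active means mean lysis activity across replicates of at least 80%, whatever share of replicates individually reach that level; inactive means mean lysis activity below 80%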
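Test system: log-phase Cryptococcus neoformans yeast cells; Quantity: yeast cell density of 5 × 10^6 cells/mL; Buffer or medium: YPD; Doses: single compound concentration per well; Timing: 4 h at 37 °C static, read 1 h later; Measured by: AK luminescence; Read-out basis: lysis from increased AK signal; Control set: Clomiphene as positive control.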
Numbers without * were called inactive; ? = inconclusive; / = not tested or not shown. The list is partial; count on the stated rates, not on these rows.

SMILES | S100A4 inh HTS | PGC1a acetyl inh | XiGFP reactiv | SIRT5 block | LGR2 antag | ERAP1 inh | C2C12 statin | Cneo AK release
Cc1ccc(NC(=O)CN(C)C(=O)c2cc(-c3ccco3)nc3ccccc23)cc1 | -4 | / | 0.0 | -3 | 13 | 2 | 20 | -5
Cc1ccc(S(=O)(=O)Nc2cccc3c2O[C@@H](CN(C)Cc2ccc(Oc4ccccc4)cc2)[C@H](C)CN([C@@H](C)CO)C3=O)cc1 | -14 | -1 | -0.7 | 8 | -5 | 2 | 0 | 0
O=C(C[C@@H]1C[C@@H]2c3cc(NC(=O)Nc4ccccc4F)ccc3O[C@@H]2[C@@H](CO)O1)NCc1ccccn1 | -5 | -9 | 0.1 | -5 | 15 | 0 | 8 | -4
O=S(=O)(c1ccc2nc(N3CCN(c4ccccc4F)CC3)ccc2c1)N1CCCCC1 | 0 | 18 | -0.1 | -4 | 7 | 1 | -9 | -2
Cc1noc(C)c1S(=O)(=O)N(C)C[C@@H]1OCCCC[C@@H](C)Oc2ccc(NC(=O)Nc3ccc4c(c3)OCO4)cc2C(=O)N([C@H](C)CO)C[C@H]1C | / | -4 | 0.0 | / | -2 | / | / | 65
COCCN(CC(=O)Nc1cccc(S(=O)(=O)N2CCCC2)c1)Cc1nc2ccccc2c(=O)[nH]1 | 0 | 1 | 0.0 | 5 | 21 | 0 | 1 | 2
CC(C)NC(=O)N(C)C[C@@H]1Oc2cc(-c3ccncc3)ccc2S(=O)(=O)N([C@@H](C)CO)C[C@@H]1C | 2 | 8 | -0.8 | 7 | -2 | -2 | -3 | 3
COc1cc(C2N(c3ccccc3)CCN2c2ccccc2)ccc1OC(C)=O | / | 40 | / | / | -13 | / | 24 | 2
COc1ccc(S(=O)(=O)N(C)C[C@H]2OCCCC[C@H](C)Oc3ccc(NC(=O)c4ccccc4)cc3C(=O)N([C@H](C)CO)C[C@H]2C)cc1 | -8 | -8 | 0.0 | 3 | 8 | -4 | / | -4
CC(=O)c1sc(NC(=O)CCNC(=O)c2ccco2)nc1-c1ccccc1 | -2 | / | 0.0 | -3 | -7 | -1 | 3 | 0
COc1ccc(NC(=O)c2ccco2)cn1 | -3 | 3 | 0.1 | / | -7 | 5 | 7 | 0
Cc1noc(C)c1S(=O)(=O)N(C)C[C@@H]1Oc2c(NS(=O)(=O)c3cn(C)cn3)cccc2C(=O)N([C@@H](C)CO)C[C@H]1C | 0 | -5 | 0.1 | -5 | -24 | 0 | 5 | -1
NC(=O)CCC(NC(=O)OCc1ccccc1)C(=O)OCC(=O)c1ccccc1 (configuration not stated) | -3 | / | 0.0 | / | -1 | -4 | 10 | 0
CN(C[C@@H]1N[C@H](CO)[C@@H]1c1ccc(-c2ccccc2)cc1)C(=O)C1CCC1 | 7 | / | 0.2 | 0 | -6 | -2 | / | /
C[C@H](CO)N1C[C@H](C)[C@@H](CN(C)Cc2ccncc2)Oc2ccc(NC(=O)Cc3cn(C)c4ccccc34)cc2C1=O | -3 | 23 | 0.0 | 3 | 7 | 4 | 2 | -5
CC(C)Cn1c(N)c(C(=O)COC(=O)Cc2cccs2)c(=O)n(C)c1=O | -25 | -1 | 0.0 | -14 | -2 | -8 | -5 | 0
CC(C)OC(=O)c1cccc(C(=O)Nc2cccc(NC(=O)c3cccc(C(=O)OC(C)C)n3)n2)n1 | -17 | -11 | -0.2 | -2 | 4 | 2 | -2 | -3
O=C(C[C@H]1CC[C@H]2[C@@H](COC[C@@H](O)CN2C(=O)c2ccc(F)cc2)O1)Nc1nccs1 | 0 | 5 | -0.1 | 0 | -8 | -2 | 11 | 60
CCS(=O)(=O)N1CC(=O)N2[C@H](CO)[C@@H](c3ccc(-c4ccccc4F)cc3)[C@H]2C1 | -26 | -2 | 0.2 | 6 | -3 | 5 | / | /
CC1CCc2c(sc(NC(=S)NC(=O)c3ccccc3)c2C#N)C1 (configuration not stated) | -11 | 3 | 0.0 | / | -51 | -4 | / | /
O=C1NC[C@@H]2CCCN2C1=O | -1 | / | 0.0 | / | 2 | 4 | / | /
N#C/C(=C(/O)COc1ccc(Cl)cc1)c1nc2ccccc2s1 | 0 | 3 | 0.0 | -1 | 19 | 0 | / | /
CC(C)Oc1ccc(C(=O)NC2CCN(Cc3ccccc3)CC2)cc1 | -7 | 2 | 0.0 | 1 | -6 | -1 | -18 | -1
CCCCC(=O)Nc1nc(C)c(-c2csc(Nc3cc(Cl)ccc3OC)n2)s1 | -4 | 5 | 0.0 | / | -19 | 4 | -91 | 2
CC(C)NC(=O)N(C)C[C@H]1OCCCC[C@@H](C)Oc2ccc(NC(=O)CCCN(C)C)cc2C(=O)N([C@H](C)CO)C[C@@H]1C | -4 | -3 | 0.0 | 6 | 15 | 1 | / | -1

9 of these compounds in a different format:
structure	S100A4 inh HTS	PGC1a acetyl inh	XiGFP reactiv	SIRT5 block	LGR2 antag	ERAP1 inh	C2C12 statin	Cneo AK release
Cc1ccc(NC(=O)CN(C)C(=O)c2cc(-c3ccco3)nc3ccccc23)cc1	-4	/	0.0	-3	13	2	20	-5
Cc1ccc(S(=O)(=O)Nc2cccc3c2O[C@@H](CN(C)Cc2ccc(Oc4ccccc4)cc2)[C@H](C)CN([C@@H](C)CO)C3=O)cc1	-14	-1	-0.7	8	-5	2	0	0
O=C(C[C@@H]1C[C@@H]2c3cc(NC(=O)Nc4ccccc4F)ccc3O[C@@H]2[C@@H](CO)O1)NCc1ccccn1	-5	-9	0.1	-5	15	0	8	-4
O=S(=O)(c1ccc2nc(N3CCN(c4ccccc4F)CC3)ccc2c1)N1CCCCC1	0	18	-0.1	-4	7	1	-9	-2
Cc1noc(C)c1S(=O)(=O)N(C)C[C@@H]1OCCCC[C@@H](C)Oc2ccc(NC(=O)Nc3ccc4c(c3)OCO4)cc2C(=O)N([C@H](C)CO)C[C@H]1C	/	-4	0.0	/	-2	/	/	65
COCCN(CC(=O)Nc1cccc(S(=O)(=O)N2CCCC2)c1)Cc1nc2ccccc2c(=O)[nH]1	0	1	0.0	5	21	0	1	2
CC(C)NC(=O)N(C)C[C@@H]1Oc2cc(-c3ccncc3)ccc2S(=O)(=O)N([C@@H](C)CO)C[C@@H]1C	2	8	-0.8	7	-2	-2	-3	3
COc1cc(C2N(c3ccccc3)CCN2c2ccccc2)ccc1OC(C)=O	/	40	/	/	-13	/	24	2
COc1ccc(S(=O)(=O)N(C)C[C@H]2OCCCC[C@H](C)Oc3ccc(NC(=O)c4ccccc4)cc3C(=O)N([C@H](C)CO)C[C@H]2C)cc1	-8	-8	0.0	3	8	-4	/	-4

The results go on.
SMILES | S100A4 inh HTS | PGC1a acetyl inh | XiGFP reactiv | SIRT5 block | LGR2 antag | ERAP1 inh | C2C12 statin | Cneo AK release
O=C(COC(=O)CNC(=O)c1cccc([N+](=O)[O-])c1)Nc1ccccc1OC(F)F | 0 | 3 | 0.0 | 1 | 1 | 3 | 6 | /
O=C1[C@H]2[C@@H](c3ccc(F)cc3)N3C(=O)N(c4ccc(Br)cc4)C(=O)[C@@]3(Cc3ccccc3)[C@H]2C(=O)N1C1CCCCC1 | -4 | / | -0.2 | -1 | 15 | 1 | 4 | 1
CN(CCc1ccccn1)Cc1ccc(Cl)cc1 | -2 | -13 | / | -4 | 0 | -1 | -2 | 0
NS(=O)(=O)c1cccc(NC(=O)COC(=O)CCSc2ccccc2)c1 | / | 5 | 0.0 | / | -1 | / | / | 9
C[C@@H]1CN([C@H](C)CO)S(=O)(=O)c2ccc(C3=CCCCC3)cc2O[C@H]1CN(C)Cc1cncnc1 | -5 | -5 | 0.2 | -2 | 3 | 1 | -75 | 1
CCOC(=O)CC1(Cc2ccccc2)Oc2ccccc2O1 | 1 | / | 0.0 | -2 | -14 | 0 | / | /
CC1(C)C2CCC1(CS(=O)(=O)Nc1cccc(S(N)(=O)=O)c1)C(=O)C2 (configuration not stated) | -4 | 2 | 0.1 | 0 | 3 | -3 | 5 | 1
Cc1ccc(C)c(-c2cc(C(=O)Nc3cccc(C(=O)O)c3)c3ccccc3n2)c1 | -5 | -4 | 0.1 | 1 | -73 | 0 | / | /
COc1ccc(S(=O)(=O)Nc2ccc3c(c2)C(=O)N([C@H](C)CO)C[C@@H](C)[C@H](CN(C)C(=O)NC(C)C)OCCCC[C@@H](C)O3)cc1 | -1 | -4 | -0.7 | 4 | -14 | -3 | / | -8
CN(C(=O)COC(=O)c1nc(Cl)ccc1Cl)c1ccccc1 | -1 | / | 0.6 | 0 | -1 | -1 | -2 | 4
O=C(CNC(=S)N(Cc1ccccc1F)C1CCCCC1)NCCN1CCOCC1 | 3 | 0 | 0.0 | 0 | 10 | -2 | 0 | -3
CC(C)C[C@@H](CN1CCCC1CN1C(=S)NC[C@@H]1Cc1ccc(O)cc1)N1C[C@H](Cc2ccc(O)cc2)N(CC2CCCCC2)C1=S (some centres not stated) | 2 | 4 | -0.1 | -3 | 1 | / | 13 | 0
CC(C)(C(=O)N1CCC1(C)C(=O)Nc1ccccc1Br)c1ccccc1 (configuration not stated) | -5 | -7 | 0.3 | 4 | -22 | -6 | 7 | -1
O=C(NCc1cccs1)C(=O)NCC(c1ccco1)N1CCN(c2ccccc2F)CC1 (configuration not stated) | -2 | -15 | 0.1 | 0 | 3 | 0 | / | /
COc1ccc(C(=O)NN(C)c2nc(C(F)(F)F)nc3ccccc23)cc1 | -5 | 9 | 4.1 | -4 | -7 | 4 | / | /
O=C(COc1ccccc1)N1CCN=C1SCc1ccccc1 | 5 | ? | 0.0 | -1 | 11 | -2 | / | /
Cc1cc(=O)c(C(=O)O)nn1-c1ccccc1F | -3 | -1 | 0.2 | -3 | 5 | 2 | 4 | 6
CCOc1cc(/C=C2\C(=N)N3N=C(N4CCCCC4)SC3=NC2=O)ccc1OC(=O)c1ccco1 | -1 | 23 | 0.0 | 0 | 0 | 0 | 2 | 0
O=C(NC1CCCC1)C(c1ccncc1)N(CCCN1CCOCC1)C(=O)c1ccc(-c2ccccc2)[nH]1 (configuration not stated) | -4 | / | 0.0 | 1 | 6 | 0 | / | 0
O=C(NCc1ccc2c(c1)OCO2)C1CCCCC1 | -3 | -5 | 0.3 | 2 | -10 | / | 4 | -1
CC1(C2CC2)NC(=O)N(CC(=O)Nc2ccc(OC(F)F)cc2)C1=O (configuration not stated) | -4 | -4 | 0.1 | -3 | 4 | -1 | -7 | -1
Cc1cccc(CNC(=O)C(C)n2nc(C)c3c(C)n(-c4ccccc4)nc3c2=O)c1 (configuration not stated) | 1 | 6 | 0.0 | 1 | 12 | 3 | -12 | 1
CCOC(=O)c1c(S(=O)(=O)Nc2cccc(Cl)c2)c(C)n(C)c1C | -1 | -25 | 0.0 | -1 | -3 | 2 | 17 | 0
C[C@H]1CN([C@@H](C)CO)C(=O)c2cc(C#CC3(O)CCCC3)cnc2O[C@H]1CN(C)C(=O)C1CCCCC1 | -5 | 5 | -0.1 | 1 | 1 | -1 | -17 | 0
N#CCC(=O)Nc1ccc(C(=O)NCc2ccccn2)cc1 | -3 | -6 | 0.0 | -6 | 6 | 1 | / | /
